# Screens: PubChem, School of Medicine, Boston University
# PL biosyn Enam = animal cell phospholipid biosynthesis inhibition, Enamine screen; ZR-82 CHO cells, pyrene fatty acid UV survival, CellTiter Blue; peroxisome-deficient CHO-K1 mutant line; plus DGAT-1, DGAT-2 and ACAT inhibitors; calls only at 10 µM; actives 0.4% (n = 20,000);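 active means cell survival signal 2 SD away from solvent-only control wells, confirmed on one or two retests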;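 further: 3 h compound exposure then viability read about one day after UV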
# Calls only; i = inactive. Not all compounds are listed, so the mix of outcomes need not match the whole.
SMILES,PL biosyn Enam
COC(=O)CN1CC(=O)NC(=O)C1,i
CC1CCCC/C1=N\NC(N)=O (stereo not given),i
C=CCNC(=S)N/N=C/c1ccc2c(c1)OCCO2,i
Cc1cc(N)[nH]c(=O)c1,i
Oc1ccccc1C=Nc1ncn[nH]1,i
S=c1[nH]nc(COc2ccccc2Cl)o1,i
CN(CC1COc2ccccc2O1)c1nnnn1-c1ccccc1 (stereo not given),i
CCCCS(=O)(=O)NC(C)C(=O)O (stereo not given),i
O=c1[nH]c(CSc2cccc[n+]2[O-])nc2ccccc12,i
O=S1(=O)c2cccc3cccc(c23)N1CC1CN(Cc2ccccc2)CCO1 (stereo not given),i
CC(NS(=O)(=O)c1ccc(N)cc1)C1CC2CCC1C2 (stereo not given),i
CCCCNc1ncnc2sc3c(c12)CCC(C)C3 (stereo not given),i
C=CCn1c(SCC(=O)c2[nH]c(C)c(C(C)=O)c2C)nc2sc3c(c2c1=O)CCC(C)C3 (stereo not given),i
CSCCSc1nc(-c2cccs2)c(-c2cccs2)[nH]1,i
Fc1ccc(Oc2nc(C(F)(F)F)nc3ccccc23)c(Cl)c1,i
O=S(=O)(c1ccc(S(=O)(=O)N2CCCC2c2nc3ccccc3s2)cc1)N1CCCC1 (stereo not given),i
Cc1nnc(NC(=O)C2CCCC2)s1,i
Oc1cccc(/C=N/N=C(c2ccccc2)c2ccccc2)c1O,i
Nc1ccc2nc(N3CCOCC3)sc2c1,i
CCC(C)Cc1c(C)sc2nc(CSc3nnc(C4CC4)n3C3CC3)[nH]c(=O)c12 (stereo not given),i
c1ccc(-c2csc3ncn4c(-c5ccccc5)nnc4c23)cc1,i
CSC1=C(SC)SC(=C2C(=O)c3ccccc3C2=O)S1,i
CCN=c1scc(-c2ccc(C)cc2)n1/N=C/c1ccc(C)cc1C,i
CN(C1(C)CCS(=O)(=O)C1)S(=O)(=O)c1ccc2ccccc2c1 (stereo not given),i
Cc1ccc(/C=C2\N=C(c3ccc(C(C)(C)C)cc3)OC2=O)cc1,i
CCN=c1scc(-c2cc(C)c(C)cc2C)n1/N=C/c1c[nH]c2ccccc12,i
c1ccc2c(-c3nnc(SCc4ccc5c(c4)OCO5)o3)c[nH]c2c1,i
Oc1ccc2oc3c(c2c1C=NCc1ccncc1)CCCC3,i
O=C(c1cnc2ccccc2n1)N1CCc2ccccc21,i
CC(NC(=O)c1ccc(=O)[nH]n1)C12CC3CC(CC(C3)C1)C2 (stereo not given),i
c1cc2c(cc1-c1nnc(SCC3CCCCO3)o1)OCO2 (stereo not given),i
CCn1nnnc1SCC(=O)c1cc(C)n(C2CC2)c1C,i
Cc1nc2sc3c(c2c(=S)[nH]1)CCC3,i
O=C(NNC(=O)c1ccco1)NC1CCCCC1,i
Cc1ccc(C2(C(F)(F)F)N=C3Sc4cc(C)ccc4N3C(=O)N2)cc1 (stereo not given),i
O=P1(NCc2ccccn2)C=C(c2ccccc2)SC(c2ccccc2)=C1,i
COCCNc1n[nH]c(=S)s1,i
O=C(O)C1CNc2ccccc2O1 (stereo not given),i
CSc1nnc2sc3ccccc3n12,i
O=S(=O)(c1ccc2ccccc2c1)N1CCN(Cn2[nH]c(-c3cccs3)nc2=S)CC1,i
COc1cc(CSc2nncn2C)c(OC)cc1Br,i
O=C(Cn1cnc2c(Cl)cc(Cl)cc2c1=O)C12CC3CC(CC(C3)C1)C2,i
Cc1c(C(=O)O)sc2nc(CSc3nc4sc5c(c4c(=O)[nH]3)CCCC5)[nH]c(=O)c12,i
O=c1oc2c(Br)cc(Br)cc2cc1S(=O)(=O)c1ccc(Cl)cc1,i
Cc1nc2sccn2c1-c1nc(-c2ccc(OC(F)F)cc2)cs1,i
O=c1c(/C=N/NC2CCS(=O)(=O)C2)c(N2CCCCC2)nc2ccccn12 (stereo not given),i
Cc1nn(CC(=O)NC(C)C)c(C)c1S(=O)(=O)N(C)C,i
CC(C)N(C(=O)NC(=O)NC(C)C12CC3CC(CC(C3)C1)C2)S(C)(=O)=O (stereo not given),i
COCCN(CCOC)C(=O)CN1C(=O)NC2(CCCc3sccc32)C1=O (stereo not given),i
O=C1c2ccccc2C(=O)c2c1oc1c3c(ccc21)OCN(CC1CCCO1)C3 (stereo not given),i
# More records follow.
SMILES,PL biosyn Enam
Brc1ccccc1C1N=C2c3c(sc4c3CCCC4)N=CN2N1 (stereo not given),i
O=S(=O)(Nc1ccc(F)cc1F)c1cc(Cl)cc(Cl)c1,i
CCN(C1CCS(=O)(=O)C1)S(=O)(=O)c1cc(C)ccc1C (stereo not given),i
N=C(N)c1ccc(Cl)cc1,i
O=S(=O)(c1cccc(N2CN(S(=O)(=O)c3ccccc3)c3nc4ccccc4nc32)c1)N1CCCC1,i
Cn1c(C2COc3ccccc3O2)n[nH]c1=S (stereo not given),i
Oc1c(C(c2ccc(F)cc2)N2CCOCC2)ccc2cccnc12 (stereo not given),i
O=C(Cc1csc(-c2ccsc2)n1)NC1CCCCCC1,i
Cc1csc(=Nc2cc(S(=O)(=O)N3CCOCC3)ccc2Cl)n1C1CC1,i
S=c1[nH]nc(-c2sc3ccccc3c2Cl)o1,i
NC(=O)NC(=O)CSc1nnc(C2CC2)n1C1CC1,i
O=C1C(=O)N(CN2CCC(C(=O)N3CCCCCC3)CC2)c2ccc(F)cc21,i
Cc1cc(C(=O)CSc2nnc(-c3cccs3)o2)c(C)n1-c1ncn[nH]1,i
Clc1ccc(CSc2ncnc3sc4c(c23)CCC4)cc1Cl,i
CCOC(=O)c1c(N=CC2=C(O)CC(C)(C)CC2=O)sc(C(C)=O)c1C,i
Cc1cc(=O)[nH]c(N/N=C/c2ccc(O)c(O)c2O)n1,i
CN1CCN(S(=O)(=O)c2ccc(Oc3ccc4ccncc4c3)nc2)CC1,i
O=[N+]([O-])c1cc(C(F)(F)F)cc([N+](=O)[O-])c1N/N=C1/CC2CC=CC12 (stereo not given),i
Cc1ccc(C2=CC(c3ccc(Cl)cc3)n3nc(C(F)(F)F)nc3N2)cc1 (stereo not given),i
Cn1c(=O)c2c(ncn2CC(=O)NC(=O)NC(C)(C)C)n(C)c1=O,i
c1ccc(-c2c3c(nc4sc5c(c24)CCCC5)CCC(c2ccccc2)C3)cc1 (stereo not given),i
COCC(C)n1c(C)cc(C2=NNC(=Nc3ccc(F)cc3F)SC2)c1C (stereo not given),i
CC1(C)Cc2c(sc3ncn4nc(CSc5nc6ccccc6o5)nc4c23)C(C)(C)N1,i
CC1(C)C2CC=C(/C=N/NC(=S)Nc3ccc(SC(F)F)cc3)C1C2 (stereo not given),i
CCC(C)(C)NCC(=O)Nc1sc2c(c1C(N)=O)CCC2,i
Clc1ccc2nc(N/N=C/c3cccnc3)nc(-c3ccccc3)c2c1,i
COc1ccc(NC(=S)Nc2ccc(Br)cc2Br)cc1,i
CC1(C)CC(=O)C(C2C3=C(CC(C)(C)CC3=O)OC3=C2C(=O)CC(C)(C)C3)=C(O)C1,i
S=c1[nH]nc(Cc2cccc3ccccc23)n1/N=C/c1ccco1,i
CC(C)(C)C(=O)Nc1nc(CC23CC4CC(CC(C4)C2)C3)cs1,i
O=C(CC(=O)N1CCCC1)N1CCCC1,i
Cc1cc(C)c(S(N)(=O)=O)cc1N(C)S(C)(=O)=O,i
FC(F)(F)c1cccc(N2CCN(Cn3nc(-c4ccncc4)oc3=S)CC2)c1,i
O=S(=O)(Nc1ccc(-n2cnnn2)cc1)c1ccc(OC(F)(F)F)cc1,i
O=C(C1=C2SC=C(c3ccc(Br)cc3)N2CC1)c1cncc(Br)c1,i
Fc1ccc(C2C=C(c3ccccc3)Nc3ncnn32)cc1 (stereo not given),i
O=S(=O)(NC1CCCc2ccccc21)c1ccc(Br)cc1 (stereo not given),i
CC(C)OC(=O)CCCCCN1C(=O)CSC1=S,i
COc1ccc(OCCSc2nnc(SCCOc3ccc(OC)cc3)s2)cc1,i
Fc1cccc(/C=N/Nc2nncc3ccccc23)c1,i
CC(C)c1ccc(CSc2nnc(-c3ccc(C(C)(C)C)cc3)n2C)cc1,i
CCN(CC)c1ccc2c(c1)OC(=O)N(c1ccc(Cl)c(Cl)c1)P2(=Nc1ccc([N+](=O)[O-])cc1)N1CCOCC1 (stereo not given),i
O=[N+]([O-])c1cc2c(c(CSC3=Nc4ccccc4C4CC=NN34)c1)OCOC2 (stereo not given),i
Brc1cccc(Oc2nnnn2-c2ccccc2)c1,i
Cc1ccc(C)c(S(=O)(=O)N/N=C/c2ccc3c(c2)OCCO3)c1,i
NC(=O)COC(=O)c1ccc(-c2ccc(C(=O)OCC(N)=O)s2)s1,i
NCc1nnc2ccccn12,i
Cn1c(-c2ccc(C(C)(C)C)cc2)n[nH]c1=S,i
O=C(NNC(=O)C1CCCO1)c1ccco1 (stereo not given),i
Cc1c(C(=O)O)sc2nc[nH]c(=O)c12,i
# (list continues)
SMILES,PL biosyn Enam
CC1CCc2c(sc3ncnc(SCC(=O)N(C)C4CCS(=O)(=O)C4)c23)C1 (stereo not given),i
CC1(C)CC2CC(C)(CN2C(=O)c2cc3c(s2)CCCC3)C1 (stereo not given),i
CCCCn1c2c(c(=O)[nH]c1=O)C(c1ccc(C(C)C)cc1)C1=C(COC1=O)N2 (stereo not given),i
CN1CCN(c2nc(CSc3ccccc3)nc3sc4c(c23)CCC4)CC1,i
O=C(O)COc1ccc2c3c(c(=O)oc2c1)CCC3,i
O=C(Cn1ccc(C(F)(F)F)n1)N/N=C/c1cccs1,i
Cn1nnnc1Sc1ccc(Cl)cc1[N+](=O)[O-],i
CN(Cc1ccccc1)Cn1nc2c(Cl)cc(Cl)cn2c1=S,i
O=C1c2ccccc2S(=O)(=O)N1Cc1cc([N+](=O)[O-])cc2c1OCOC2,i
CCN=c1scc(-c2ccc(Cl)c(Cl)c2)n1/N=C/c1ccc2c(c1)OCO2,i

# 10 records picked at random from those above, as already listed:
SMILES,PL biosyn Enam
N=C(N)c1ccc(Cl)cc1,i
O=S(=O)(c1cccc(N2CN(S(=O)(=O)c3ccccc3)c3nc4ccccc4nc32)c1)N1CCCC1,i
O=[N+]([O-])c1cc(C(F)(F)F)cc([N+](=O)[O-])c1N/N=C1/CC2CC=CC12 (stereo not given),i
CN(Cc1ccccc1)Cn1nc2c(Cl)cc(Cl)cn2c1=S,i
c1ccc(-c2c3c(nc4sc5c(c24)CCCC5)CCC(c2ccccc2)C3)cc1 (stereo not given),i
S=c1[nH]nc(COc2ccccc2Cl)o1,i
COCCNc1n[nH]c(=S)s1,i
CN1CCN(S(=O)(=O)c2ccc(Oc3ccc4ccncc4c3)nc2)CC1,i
O=S(=O)(Nc1ccc(-n2cnnn2)cc1)c1ccc(OC(F)(F)F)cc1,i
CCN(CC)c1ccc2c(c1)OC(=O)N(c1ccc(Cl)c(Cl)c1)P2(=Nc1ccc([N+](=O)[O-])cc1)N1CCOCC1 (stereo not given),i

# (listing goes on)
SMILES,PL biosyn Enam
O=S(=O)(c1ccccc1Br)N1CCNCC1,i
CN(c1ccccc1)S(=O)(=O)c1cccc(NS(=O)(=O)c2cccc(Cl)c2Cl)c1,i
Fc1ccc(/C=N/Nc2nncc3ccccc23)cc1F,i
Cc1cc(P(=Nc2ccc([N+](=O)[O-])cc2)(N2CCOCC2)N2CCOCC2)c(C)n1-c1ccc(N(C)C)cc1,i
OC(CNc1cccc(Cl)c1)CN1c2ccccc2Sc2ccccc21 (stereo not given),i
O=C(O)CCCCCN1C(=O)C2C3C=CC(C3)C2C1=O (stereo not given),i
NS(=O)(=O)c1cc2c(cc1C(F)(F)F)NC(c1ccccc1OC(F)F)NS2(=O)=O (stereo not given),i
CCN1CCN(Cc2oc(CO)cc(=O)c2O)CC1,i
COc1ccc(C2NC(=S)N3C(c4ccc(OC)cc4)NC(=S)N23)cc1 (stereo not given),i
CCCCN(C1CCS(=O)(=O)C1)S(=O)(=O)c1ccc(F)cc1 (stereo not given),i

# Part of the list above, with bars between the fields.
Compound | PL biosyn Enam
O=C(O)CCCCCN1C(=O)C2C3C=CC(C3)C2C1=O (stereo not given) | i
NS(=O)(=O)c1cc2c(cc1C(F)(F)F)NC(c1ccccc1OC(F)F)NS2(=O)=O (stereo not given) | i

# Carrying on:
SMILES,PL biosyn Enam
C=CCOC(=O)C1=C(C)Nc2nc(SCC=C)[nH]c(=O)c2C1c1cccs1 (stereo not given),i
Cc1ccn2c(=O)cc(CN3C(=O)NC4(CCC(C)CC4)C3=O)nc2c1 (stereo not given),i
Cc1nc(SCC(=O)N2CCCCC2C)c2c3c(sc2n1)CCCC3 (stereo not given),i
Nc1ccccc1Sc1c[nH]c2ccccc12,i
CCOc1ccc2nc(SCc3cn4cc(Br)ccc4n3)sc2c1,i
CN(C)CCCSc1nc2ccccc2s1,i
CCc1cc2c(SCCCn3c(=O)c4c(ncn4C)n(C)c3=O)ncnc2s1,i
COC(=O)C12CCCC(C(=O)O)(CCC1)C2,i
CCCCn1c(=O)n(CC(=O)Nc2cc(C)on2)c(=O)c2c1ncn2Cc1ccco1,i
CCCCNC(=S)N/N=C/c1ccc(C)o1,i
Cn1cnc2c1c(=O)n(CC(=O)O)c(=O)n2C,i
CCN(CC)P1(=S)/C(=C2/N(C)c3ccccc3C2(C)C)C=Nc2c1c(C)cn2-c1ccccc1 (stereo not given),i
COc1ccc(-c2n[nH]c(=S)n2/N=C/c2cc(Br)ccc2F)cc1,i
Cc1sc2nc(CSc3nnc(Cc4cccs4)n3C3CC3)[nH]c(=O)c2c1C,i
c1ccc(-c2cn3c(n2)SCC(c2cc4ccccc4o2)=N3)cc1,i
CN(C)CCNS(=O)(=O)c1ccc2c(c1)CCC2,i
CCCCCCCCCCCCC#CC#CCCCCCCCCCO,i
